From PubChem BioAssay
BoNT F protease = BoNT/F light chain protease inhibitors, primary screen, biochemical, flow cytometry, MLPCN library | inhibition, % at 10 µM | actives 0.22% (n = 360,000) | Multiplex microsphere protease cleavage assay | AID 588497, 2011 | Botulinum neurotoxin type F light chain protease (Clostridium botulinum); in the data active means inhibition above about 35%, passing the limit was not always enough; inconclusive means no clear call, values can overlap the other calls; further: plate controls were buffer without enzyme for full effect and enzyme alone for no effect
BioA inh = M. tuberculosis BioA enzyme inhibitors, primary screen, biochemical, plate reader, single point, HTS; 7,8-diaminopelargonic acid synthase BioA (Mycobacterium tuberculosis); purified M. tuberculosis BioA enzyme; inhibition, % at 9.99 µM; actives 0.096% (n = 360,000); AID 602481, 2012; in the data active means inhibition above about 40%; inconclusive means no clear call, values can overlap the other calls
FBA Mtb inh = Mtb FBA enzyme inhibitors, primary screen, biochemical, fluorescence, strain H37Rv; actives 2.3% (n = 360,000); inhibition, % at 1 µM; purified M. tuberculosis FBA, fluorescence read-out; AID 588726, 2011; Fructose-bisphosphate aldolase (Mycobacterium tuberculosis (strain ATCC 25618 / H37Rv)), …; in the data active means inhibition above about 27%;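 further: 0% = vehicle and 100% = reference inhibitor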
Target sequence (P9WQA3 whole entry, looked up): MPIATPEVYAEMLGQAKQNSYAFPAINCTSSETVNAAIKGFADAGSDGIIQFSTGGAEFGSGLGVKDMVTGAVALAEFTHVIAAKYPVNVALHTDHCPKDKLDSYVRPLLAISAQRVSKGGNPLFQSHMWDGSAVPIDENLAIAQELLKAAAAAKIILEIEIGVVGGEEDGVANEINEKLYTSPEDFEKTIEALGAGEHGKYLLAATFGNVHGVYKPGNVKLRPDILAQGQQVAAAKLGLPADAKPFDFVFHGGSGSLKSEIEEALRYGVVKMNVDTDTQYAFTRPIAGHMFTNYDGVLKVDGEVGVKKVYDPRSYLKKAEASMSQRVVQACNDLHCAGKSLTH
CCHF vOTU inh = CCHFV vOTU protease inhibitors, primary screen, biochemical, Pep-AMC substrate, fluorescence; AID 651958, 2012; actives 0.55% (n = 370,000); inhibition, % at 11.5 µM; further: 0% = vehicle wells with enzyme and 100% = no enzyme wells
PrPC TRFRET = inhibitors of human cell surface prion protein PrPC, primary screen, cell-based, TR-FRET. TR-FRET read-out. inhibition, % at 13.8 µM. actives 0.43% (n = 370,000); in the data active means inhibition above about 24%; further: 0% = median of the test wells and 100% = reference compound wells
BoNT A protease = BoNT/A light chain protease inhibitors, primary screen, biochemical, flow cytometry, MLPCN library; multiplex microsphere protease substrate cleavage; inhibition, % at 10 µM; actives 0.17% (n = 360,000); AID 588499, 2011; in the data active means inhibition above about 30%; inconclusive means no clear call, values can overlap the other calls; further: plate controls were buffer without enzyme for full effect and enzyme alone for no effect
GDH-TPI inh = GDH-TPI coupling enzyme inhibitors, primary screen, artefact control for M. tuberculosis FBA inhibitor project, biochemical, absorbance, full deck; AID 588335, 2011; inhibition, % at 4.8 µM; GDH-TPI coupled enzyme counterscreen, NADH absorbance; actives 1.2% (n = 360,000);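 further: 0% = DMSO wells and 100% = wells lacking the enzyme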
FadD28 FP inh = inhibitors of FadD28 bisubstrate probe binding, primary screen, biochemical, fluorescence polarization, single point. Mycobacterium tuberculosis FadD28 fatty-acid-AMP ligase. inhibition, % at 12.5 µM. actives 0.22% (n = 360,000). AID 588549, 2011; in the data active means inhibition above about 8.5%, passing the limit was not always enough; inconclusive means no clear call, values can overlap the other calls
UGM FP inh = M. tuberculosis UGM enzyme inhibitors, primary screen, biochemical, fluorescence polarization, single point | UDP-galactopyranose mutase (Mycobacterium tuberculosis (strain ATCC 25618 / H37Rv)), … | actives 0.06% (n = 320,000) | inhibition, % at 10 µM | purified UGM, fluorescence polarization probe displacement; in the data active means inhibition above about 10%, passing the limit was not always enough; inconclusive means no clear call, values can overlap the other calls
Target sequence (P9WIQ1 whole entry, looked up): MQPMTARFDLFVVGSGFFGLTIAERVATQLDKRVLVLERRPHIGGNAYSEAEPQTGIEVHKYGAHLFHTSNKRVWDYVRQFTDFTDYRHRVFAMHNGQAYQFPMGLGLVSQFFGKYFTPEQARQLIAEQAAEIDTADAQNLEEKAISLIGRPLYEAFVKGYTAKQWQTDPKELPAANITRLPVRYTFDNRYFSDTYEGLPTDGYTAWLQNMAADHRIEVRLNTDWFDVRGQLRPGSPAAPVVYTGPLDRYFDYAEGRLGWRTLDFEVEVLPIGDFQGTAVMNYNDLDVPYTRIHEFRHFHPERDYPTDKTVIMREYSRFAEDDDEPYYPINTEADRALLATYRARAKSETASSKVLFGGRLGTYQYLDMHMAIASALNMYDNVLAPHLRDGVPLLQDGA
* hit, by the source's call; ? = inconclusive; · = no result given. Unless noted, no stated cut-off is given here; in the data, active means inhibition above about 30%; inactive means the rest.

SMILES	BoNT F protease	BioA inh	FBA Mtb inh	CCHF vOTU inh	PrPC TRFRET	BoNT A protease	GDH-TPI inh	FadD28 FP inh	UGM FP inh
CCN(CCCNC(=O)CNC(=O)c1nn(-c2ccc(OC)cc2OC)c(=O)c2ccccc12)c1cccc(C)c1	8	-0.9	0	28	-16	-1.5	7	-2.1	-0.6
O=C1NC[C@@H](CCCCN2C[C@H](Cc3ccc(O)cc3)N(CC3CCCCC3)C(=O)C2=O)N(Cc2ccccc2)C1=O	1	·	·	9	10	0.2	·	·	·
OC1(c2cccs2)CN(c2ccc(Br)cc2)C2=[N+]1CCCS2 (configuration not stated)	?	-0.3	1	-4	-2	-2.9	1	-0.9	1.4
O=C(NCc1ccccc1)c1cccc(F)c1F	-3	1.0	-4	2	4	0.7	-4	-4.3	-3.9
O=C(c1cc2c(s1)CCCC2)N1CCN(Cc2ccc3c(c2)OCO3)CC1	-3	·	5	11	-4	-0.1	2	0.9	1.2
Nc1cccc(S(=O)(=O)c2ccc(N)c(N)c2)c1	-7	·	2	8	3	-1.3	3	-1.1	3.5
COc1cccc(N=Nc2c(=O)[nH]n3c(=O)cc(C)[nH]c23)c1	1	·	-38	12	-32	0.2	19	2.6	4.0
Cc1nn2c(c1-c1ccccc1)NC1=C(C(=O)CCC1)C2c1ccccc1 (configuration not stated)	36*	·	115*	-109	-5	28	33*	-1.1	-0.4
CC(=O)Oc1ccc(-c2ccc(C(=O)Nc3cccc(S(=O)(=O)N4CCOCC4)c3)cc2)cc1	-2	·	0	-21	25*	-0.4	3	0.6	2.2
Cc1c(S(=O)(=O)N2CC(C)CC(C)C2)c(=O)n(C)c(=O)n1C (configuration not stated)	6	-1.3	0	-12	6	2.2	-4	-2.6	-0.4
CCN(CC(=O)NCc1ccc(F)cc1)C(=O)CN1CCN(c2cc(Cl)ccc2C)CC1	-5	0.1	2	-2	-9	-0.2	5	-3.2	-1.6
Cc1ccc(NCc2cccc(B(O)O)c2)cc1	-4	-1.4	-1	-9	3	-0.1	10	-1.9	·
CC(C)(C)C1CCC(=NNC(=O)c2cc(-c3ccccc3)n[nH]2)CC1 (configuration not stated)	9	-1.0	0	-14	-6	0.8	8	-3.2	0.5
COc1ccc(-n2c(C)c(C)c3c(NCCCN(C)C)ncnc32)cc1	-4	21	1	-7	-11	1.7	5	1.6	-1.6
O=C(Nc1ccccc1N1CCOCC1)c1cccc([N+](=O)[O-])c1	-1	-5.3	1	-2	-3	-0.1	-4	-2.9	-3.0
Cc1cc(C)cc(C(=O)NC(CC(N)=O)c2ccc(N3CCC(N4CCCCC4)CC3)c([N+](=O)[O-])c2)c1 (configuration not stated)	-13	-2.1	0	7	-11	-0.4	5	-2.4	0.5
COCCNC(=O)/C(C#N)=C/c1ccc(SC)cc1	-6	-0.2	-5	-9	-1	0.1	25	-1.4	0.1
CSc1nc(Oc2cccc(C(F)(F)F)c2)cc(C(F)(F)F)n1	-8	-1.8	6	-3	2	0.0	5	-2.7	-0.5
N#Cc1ccc(N2CCOCC2)nc1	-6	·	2	-6	5	-0.5	17	-1.4	-2.7
Cc1nnc(Sc2nc3c(c(=O)n(C)c(=O)n3C)n2Cc2ccccc2Cl)s1	-19	0.1	4	-7	-3	-2.6	4	-0.5	2.4

Only FadD28 FP inh, GDH-TPI inh and CCHF vOTU inh, for some of the entries so far:
smiles | FadD28 FP inh | GDH-TPI inh | CCHF vOTU inh
CCN(CC(=O)NCc1ccc(F)cc1)C(=O)CN1CCN(c2cc(Cl)ccc2C)CC1 | -3.2 | 5 | -2
Cc1nnc(Sc2nc3c(c(=O)n(C)c(=O)n3C)n2Cc2ccccc2Cl)s1 | -0.5 | 4 | -7
O=C(Nc1ccccc1N1CCOCC1)c1cccc([N+](=O)[O-])c1 | -2.9 | -4 | -2
COc1cccc(N=Nc2c(=O)[nH]n3c(=O)cc(C)[nH]c23)c1 | 2.6 | 19 | 12
N#Cc1ccc(N2CCOCC2)nc1 | -1.4 | 17 | -6
Cc1cc(C)cc(C(=O)NC(CC(N)=O)c2ccc(N3CCC(N4CCCCC4)CC3)c([N+](=O)[O-])c2)c1 (configuration not stated) | -2.4 | 5 | 7
OC1(c2cccs2)CN(c2ccc(Br)cc2)C2=[N+]1CCCS2 (configuration not stated) | -0.9 | 1 | -4

Already shown: six of the compounds above.
SMILES	BoNT F protease	BioA inh	FBA Mtb inh	CCHF vOTU inh	PrPC TRFRET	BoNT A protease	GDH-TPI inh	FadD28 FP inh	UGM FP inh
CCN(CCCNC(=O)CNC(=O)c1nn(-c2ccc(OC)cc2OC)c(=O)c2ccccc12)c1cccc(C)c1	8	-0.9	0	28	-16	-1.5	7	-2.1	-0.6
O=C1NC[C@@H](CCCCN2C[C@H](Cc3ccc(O)cc3)N(CC3CCCCC3)C(=O)C2=O)N(Cc2ccccc2)C1=O	1	·	·	9	10	0.2	·	·	·
OC1(c2cccs2)CN(c2ccc(Br)cc2)C2=[N+]1CCCS2 (configuration not stated)	?	-0.3	1	-4	-2	-2.9	1	-0.9	1.4
O=C(NCc1ccccc1)c1cccc(F)c1F	-3	1.0	-4	2	4	0.7	-4	-4.3	-3.9
O=C(c1cc2c(s1)CCCC2)N1CCN(Cc2ccc3c(c2)OCO3)CC1	-3	·	5	11	-4	-0.1	2	0.9	1.2
Nc1cccc(S(=O)(=O)c2ccc(N)c(N)c2)c1	-7	·	2	8	3	-1.3	3	-1.1	3.5

Other entries:
SMILES	BoNT F protease	BioA inh	FBA Mtb inh	CCHF vOTU inh	PrPC TRFRET	BoNT A protease	GDH-TPI inh	FadD28 FP inh	UGM FP inh
CCCCNC(=O)C1(C)CCCCN1C(=O)c1ccc2sccc2c1 (configuration not stated)	-5	0.7	0	8	8	-0.2	-5	-0.6	·
COc1oc(-c2ccccc2)nc1C(F)(F)F	-2	-0.3	0	8	0	1.4	2	-0.1	-3.5
O=C(c1nc[nH]c1C(=O)N1CCN(c2ccccc2)CC1)N1CCN(c2ccccc2)CC1	0	2.1	6	-8	-5	-0.6	4	0.6	-4.3
O=C(O)Cn1ncc2ccccc2c1=O	1	·	-7	-12	-2	-0.5	-8	-3.8	-1.3
CCOc1ccccc1CN1CCCC(C(=O)c2ccc(OC)c(OC)c2)C1 (configuration not stated)	-43	1.4	3	6	-7	-3.3	1	1.5	1.2
O=C(CSc1nc2ccncc2[nH]1)Nc1ccccc1C(F)(F)F	-2	1.0	1	-8	-5	0.2	-2	0.1	4.9
C/C=C(\C)CN1CCC(n2nccc2NC(=O)CCOc2ccccc2)CC1	0	-1.6	7	11	-15	0.2	11	-0.4	-1.7
O=C(NNS(=O)(=O)c1ccc(F)cc1)c1ccc(O)cc1	?	-0.8	-3	-8	1	-2.5	0	-4.4	2.3
CC(OC(=O)/C=C/c1ccccc1)C(=O)NC1CCCCC1C (configuration not stated)	-5	-5.5	7	-6	-2	1.8	7	-0.6	-2.5
CCCC(=O)N1CC2(C)CN(C(=O)CCC)CC(CCC)(C1)C2=O	4	-1.0	3	-2	1	0.0	-1	-1.7	-0.8
CCCCSc1c(C)c2cc3c(cc2[nH]c1=O)OCO3	0	-0.9	9	-1	6	1.4	11	-0.5	-2.1
Cc1ccc(-c2nnc(SCC(=O)N/N=C/c3cccs3)n2-c2ccc(C)cc2)cc1	-6	·	4	-9	0	0.1	1	-1.4	-1.5
COc1cccc(NC(=O)N2CCCC2C(=O)NCc2ccco2)c1 (configuration not stated)	-1	-2.9	2	-3	-2	1.9	3	-0.7	-2.0
CC(C)c1c(O)nc(SCCOc2ccc(Cl)cc2)[nH]c1=O	-5	1.6	0	2	5	-0.4	-11	-2.2	-0.9
CCC(C)CCCCCCCCCCC(=O)O (configuration not stated)	-2	4.3	0	5	7	-1.0	-2	-1.1	-0.3
Cc1nnc(NC(=O)CSc2nnc(C)n2Cc2ccccc2)s1	1	-1.0	1	-13	-3	0.8	6	-0.1	-1.0
CCCCCOc1ccc(C(=O)NCC(=O)NCC(=O)OCC)cc1	3	1.0	2	4	0	0.1	12	-2.2	0.7
Cc1ccc(CNC(=O)CN2CCN(c3ccc(F)cc3)CC2)cc1	?	-1.7	1	14	-8	2.7	1	-1.4	-1.0
C#CC[N+]1(CC#Cc2ccccc2)CCCC1	-2	-0.5	3	-5	6	1.2	3	-1.2	1.1
CC1CCN(C(=O)COC(=O)C(C)N2C(=O)c3ccccc3C2=O)CC1 (configuration not stated)	-7	-1.4	0	3	-2	-0.4	-12	-1.2	-2.0
COc1cccc(CNCC2CCCO2)c1 (configuration not stated)	-13	-1.4	1	2	1	0.3	1	-1.6	-0.4
Cc1cc(NC(=O)CSc2nccn2-c2ccc(F)cc2)no1	-1	0.4	2	5	-2	0.2	7	-1.6	0.8
CC1=Nc2ccccc2/C1=C/c1c(C)[nH]c2ccccc12	-107	-0.1	-2	·	·	1.6	1	-3.5	·
O=C(CN(Cc1ccco1)C(=O)Cn1nnc(-c2cccs2)n1)NCC1CCCO1 (configuration not stated)	-8	-1.4	1	-3	-1	-0.4	-4	-0.1	-1.5
O=C(OCC(=O)N1CCCc2ccccc21)c1ccccc1NCCO	-3	0.3	99*	-98	-4	1.3	-9	-2.3	-1.0
COc1cccc(/C=C/C(=O)OCC(=O)NCC2CCCO2)c1OC (configuration not stated)	-2	·	-5	-2	-2	-0.1	1	-3.4	1.2
Cn1c(=O)[nH]c(=O)c2c1nc1n2CCCS1	-6	-0.3	3	9	2	0.1	7	-2.7	2.9
Cc1csc(SCC(=O)NC(C)C2CC3CCC2C3)n1 (configuration not stated)	-3	-0.3	-3	-4	-2	-1.3	3	-2.1	3.4
Cc1cnn(C(=S)NCC2CCCO2)c1 (configuration not stated)	2	-0.1	-11	-8	2	0.3	2	-0.8	3.8
Oc1oc(-c2ccccc2)nc1/C=N/c1ccccn1	-3	0.9	2	0	-18	0.6	27	-3.3	1.6
CCOC(=O)c1c(C)[nH]c(C(=O)CN2CCN(CC)CC2)c1C	1	1.3	2	-5	4	-0.9	5	-3.9	1.9
Cc1ccc(F)cc1NC(=O)CN1C(=O)NC2(CCCc3ccccc32)C1=O (configuration not stated)	-5	1.4	6	-5	1	-4.4	7	0.0	0.4
Cc1cc(C(F)(F)F)nc(CCNCc2c(C(=O)N3CCCC3)nc3ccccn23)n1	-4	0.3	1	-7	-13	0.0	3	-0.6	-1.6
O=C(NCCc1ccc(Cl)cc1)C1CCN(S(=O)(=O)c2cccc3nonc23)CC1	-8	-2.4	3	4	-21	-0.1	6	-3.1	-0.9
C=CCN(CC=C)Cc1cc(=O)n2c(-c3ccccc3)csc2n1	3	0.6	3	3	-3	0.0	1	-1.6	0.1
COc1ccc(N2CCN(c3ccc(C(=O)O)cc3[N+](=O)[O-])CC2)cc1	-17	-0.3	6	2	-13	-1.2	-1	1.2	-2.0
OCCNc1nc2ccc(Cl)cc2[nH]1	4	·	8	·	·	4.2	-1	1.4	-4.4
O=C(CNC(=O)c1ccccc1F)OCC(=O)N1CCCc2ccccc21	0	·	-1	1	6	-0.1	-3	-2.8	-0.3
CC(=O)NC(c1ccccc1)c1nc(-c2ccc(C)c(C)c2)cs1 (configuration not stated)	-1	-0.4	-2	-1	0	-0.2	6	-2.1	·
